Granule exo inh – blocks lytic granule exocytosis; TALL-104 LAMP-1 surface exposure, flow cytometry; cells stimulated with thapsigargin and PMA; inhibition, % at 10 µM; actives 0.66% (n = 360,000);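 active = inhibition above about 55%, limit read from the data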
Glyco luc inh – N-linked glycosylation inhibition; actives 0.23% (n = 360,000); D54 ERlucT glycosylation luciferase reporter, 24 h; percent of 100 nM tunicamycin response; AID 588692; reporter increase, % at 12.5 µM;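 active = mean luciferase reporter signal, scaled so untreated is 0 and the glycosylation-blocking control 100, at or above a set limit in every replicate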;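 note: luciferase carries N-glycosylation sites so blocking glycosylation raises the light; 0% = median of neutral control wells and 100% = median of 100 nM tunicamycin wells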
iPSC survival up – enhancers of human iPSC single-cell survival. hiPSC single-cell survival, ATPlite luminescence; 100% = ROCK inhibitor wells, 0% = DMSO. AID 602274. actives 0.044% (n = 360,000). survival enhancement, % at 20 µM; in the data active = survival enhancement above about 18%;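 note: cells exposed to compounds for 16 hours before the ATP read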
MC4R antagonist – blocks human MC4R cAMP signaling; AID 540295; inhibition, % at 6.5 µM; MC4R-expressing cells, MTII-stimulated cAMP, LANCE TR-FRET; actives 0.48% (n = 360,000);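 active = inhibition above its plate's cutoff, the mean of tested wells on that plate plus 3 SD, cut at about 29% in these data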;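 note: 0% = Melanotan II alone and 100% = Melanotan II plus saturating MCL0020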
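Assay system: human MC4R-expressing U2OS cells; reagent: Melanotan II stimulation of cells; dosing: 6.5 µM single dose; timing: compound 30 min, challenge 1 h, detection 1 h; signal: TR-FRET cAMP assay; replicates: one well per compound, no replicates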
aDG glyco up – alpha-DG glycosylation activation; Pro5-aDG cells, alpha-DG glycosylation AlphaScreen (IIH6); 0% Pro5, 100% B10-LARGE cell signal; activation, % at 10 µM; actives 0.22% (n = 360,000);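 active = activation of at least 8% versus controls, or a plate z-score of at least 8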;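 note: Pro5 are CHO cells carrying HIG-tagged alpha-DG that lacks glycosylation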
ABHD5 PLIN5 PPI – ABHD5-PLIN5 protein interaction inhibition; Q00G26+Q8WTS1; Split G. princeps luciferase complementation, luminescence, 4 h; inhibition, % at 4 µM; actives 0.78% (n = 360,000); AID 602281;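 active = inhibition above the mean inhibition across every tested compound plus 3 SD, cut at about 22% in these data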;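 note: 0% = DMSO only wells and the 100% control is not disclosed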
Cardio protect – myocardial damage modulation in H9c2 cells. H9c2 cardiomyocytes, H2O2 injury protection, ATPLite, 2 h. protection from H2O2 cell death, % at 20 µM. actives 0.63% (n = 360,000);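 active = compounds giving at least 50% protection of heart cells from peroxide-induced death in the single-dose screen, raw or plate-pattern-corrected value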;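 note: 0% = DMSO wells with peroxide and 100% = DMSO wells without peroxide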
ABCB6 inh 2 – inhibitors of human ABC transporter ABCB6; Q9NP58; K562-ABCB6 porphyrin accumulation, flow cytometry, 1 h; active compounds read low; fluorescence ratio to DMSO, % at 10 µM; actives 0.19% (n = 360,000); AID 602162;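 active = fluorescence ratio to DMSO below 75%, the collection mean minus 3 SD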;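 note: signal is porphyrin accumulated inside mitochondria; 100% equals median channel fluorescence of DMSO control wells; lower ratio means ABCB6 inhibition with less porphyrin fluorescence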
Target sequence (Q9NP58 whole entry, looked up): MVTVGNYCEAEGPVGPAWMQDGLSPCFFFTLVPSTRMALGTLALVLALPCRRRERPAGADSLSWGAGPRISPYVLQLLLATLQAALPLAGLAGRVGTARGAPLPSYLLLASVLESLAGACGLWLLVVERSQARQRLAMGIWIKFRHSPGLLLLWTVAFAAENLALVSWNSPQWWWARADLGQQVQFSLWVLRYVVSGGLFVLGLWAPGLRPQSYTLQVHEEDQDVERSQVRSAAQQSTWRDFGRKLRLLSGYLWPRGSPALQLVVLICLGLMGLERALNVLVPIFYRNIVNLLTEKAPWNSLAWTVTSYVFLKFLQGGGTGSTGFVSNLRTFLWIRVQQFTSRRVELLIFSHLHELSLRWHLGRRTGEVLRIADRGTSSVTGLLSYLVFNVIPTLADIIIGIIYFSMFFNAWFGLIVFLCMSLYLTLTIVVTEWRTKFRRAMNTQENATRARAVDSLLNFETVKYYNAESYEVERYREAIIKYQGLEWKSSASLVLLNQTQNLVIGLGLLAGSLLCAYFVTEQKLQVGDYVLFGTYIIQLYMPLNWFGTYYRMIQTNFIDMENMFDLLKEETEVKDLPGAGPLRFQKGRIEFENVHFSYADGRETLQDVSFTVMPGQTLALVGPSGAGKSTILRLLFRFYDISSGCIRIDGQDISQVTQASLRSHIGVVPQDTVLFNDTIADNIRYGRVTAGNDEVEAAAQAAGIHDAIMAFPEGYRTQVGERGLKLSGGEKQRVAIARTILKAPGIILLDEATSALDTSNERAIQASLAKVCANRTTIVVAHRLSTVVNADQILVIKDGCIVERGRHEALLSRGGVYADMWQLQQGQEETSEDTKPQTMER
MC4R barr agon – agonists of human melanocortin 4 receptor (MC4R) beta-arrestin; activation, % at 8.9 µM; actives 0.98% (n = 360,000); U2OS MC4R beta-arrestin complementation, luminescence; percent of melanotan II response, DMSO zero; P32245;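 active = activation above a per-plate cutoff, the mean activation of sample wells on that plate plus 3 SD, cut at about 8% in these data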
m5-HT2A agonist – agonists of mouse serotonin 5-HT2A receptor (HTR2A); P35363; CHO-K1 mHTR2A beta-arrestin complementation, luminescence; percent of 30 µM serotonin response; activation, % at 7.6 µM; actives 0.66% (n = 360,000); AID 624169;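 active = activation above a run cutoff, the mean activation of all tested compounds plus 3 SD, cut at about 14% in these data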;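 note: 0% = plate median of compound wells and 100% = 30 µM serotonin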
* hit, by the source's call.

SMILES,Cardio protect,Granule exo inh,aDG glyco up,MC4R barr agon,MC4R antagonist,Glyco luc inh,m5-HT2A agonist,iPSC survival up,ABCB6 inh 2,ABHD5 PLIN5 PPI
O=c1cc(-c2ccccc2)nc2c(Cl)cc(Cl)cn12,0,22,0.0,-0.9,-4,0,-2,5.7,96,-4
COC(=O)c1c(C)oc(C)c1S(=O)(=O)N1CCCCC1,0,4,0.1,-0.1,0,2,1,-0.6,90,5
Cc1cc(C)c(OCCCCNCc2ccccc2)c(Cl)c1,-17,2,2.5,6.5,0,2,3,-1.2,93,-6
O=C(NCc1ccccc1)C1=C[C@H](c2ccc(Br)cc2)C[C@H](OCc2ccc(CO)cc2)O1,2,4,0.6,0.5,1,1,-2,-5.4,98,-3
COc1ccc(C(C)=O)cc1COc1ccc(Cl)cc1Cl,-8,0,0.0,11*,-7,-3,-1,-0.7,98,7
CCCCNC1=C(Br)C(=O)CC(C)(C)C1,-6,2,-0.1,0.1,-7,0,-1,1.7,104,11
CC(C)Cn1c(N)c(C(=O)CSc2nnnn2C)c(=O)n(C)c1=O,-2,4,0.1,1.6,18,-1,-4,-1.7,97,4
COCCn1c(C)cc(C(=O)CSc2nc3ccccc3c(=O)n2C(C)COC)c1C (stereo not drawn),19,2,0.2,0.8,8,-1,4,2.0,90,-7
Cc1ccccc1-n1nc(CSc2nc3ccccc3[nH]2)c(-c2ccccc2)c1N,2,-2,0.3,-1.2,1,0,-1,-1.2,101,0
COc1ccc(/C=C/C(=O)c2oc3ccc(F)cc3c2C)cc1,-8,11,0.2,-0.6,5,8,0,-1.7,98,0
Cc1cccnc1NC(=O)C1CCCN1S(=O)(=O)c1ccc(Cl)cc1 (stereo not drawn),3,23,2.6,2.5,2,2,-3,-0.4,96,4
CCOC(=O)c1c(-c2ccc(C)s2)csc1NC(=O)c1cccs1,-5,-3,0.0,-0.7,0,1,1,0.6,102,0
CCCCCC1CCC(C(=O)NCCN2CCOCC2)CC1 (stereo not drawn),-8,37,0.0,-0.5,10,-1,-1,0.1,102,-5
O=S(=O)(c1ccc(NC(=S)N2CCOCC2)cc1)N1CCCCC1,-6,2,-0.1,-0.6,-2,1,8,-0.9,96,2
CCOC(=O)N1CCN(C(=O)c2ccc3c(c2)N(Cc2cc(C)ccc2C)C(=O)c2ccccc2S3=O)CC1 (stereo not drawn),1,3,-0.1,-0.6,10,-12,4,-0.2,97,-7
CC1=NN(c2ccccc2)C(=O)/C1=C/C=C/c1ccc(N(C)C)cc1,-22,-2,-0.8,-2.6,14,-5,-2,-0.7,105,2
Cc1noc(C)c1C(=O)OCC(=O)NC1CCCCC1C (stereo not drawn),17,-2,0.1,-0.9,0,2,12,-0.4,96,-2
CSCC[C@H](NC(=O)c1cc([N+](=O)[O-])ccc1Cl)c1nc2ccccc2[nH]1,-3,-2,-0.3,-0.8,8,2,-3,-4.1,103,4
O=C1CCCN1CCCNc1ncnc2c1[nH]c1ccccc12,7,-2,0.1,-2.0,0,3,-3,-3.4,100,-2
CC1=C(C(=O)OCc2ccccc2)C(c2ccccc2)NC(=O)N1 (stereo not drawn),-6,-10,-0.1,0.3,11,-2,-1,0.2,100,2
O=C(Nc1ccc(F)cc1F)Nc1ccc(F)cc1F,-14,-5,-0.1,-0.7,10,-1,-4,2.1,104,-11
CC(Sc1nnc(Cc2ccc3c(c2)OCO3)o1)C(N)=O (stereo not drawn),-3,-3,0.4,-0.5,1,0,5,-0.2,103,5
OC(COC(c1ccccc1)c1ccccc1)CN1CCOCC1 (stereo not drawn),7,-3,0.1,-0.6,-3,1,3,-0.9,98,-5
CC(C)Oc1ccc(Cc2cnc(N)nc2N)cc1,-1,-5,-0.2,-1.1,5,-1,-2,-0.4,87,1

Three structures from above, sorted by SMILES length, largest number first.
SMILES,Cardio protect,Granule exo inh,aDG glyco up,MC4R barr agon,MC4R antagonist,Glyco luc inh,m5-HT2A agonist,iPSC survival up,ABCB6 inh 2,ABHD5 PLIN5 PPI
O=C1CCCN1CCCNc1ncnc2c1[nH]c1ccccc12,7,-2,0.1,-2.0,0,3,-3,-3.4,100,-2
Cc1noc(C)c1C(=O)OCC(=O)NC1CCCCC1C (stereo not drawn),17,-2,0.1,-0.9,0,2,12,-0.4,96,-2
O=C(Nc1ccc(F)cc1F)Nc1ccc(F)cc1F,-14,-5,-0.1,-0.7,10,-1,-4,2.1,104,-11

(continued)
SMILES,Cardio protect,Granule exo inh,aDG glyco up,MC4R barr agon,MC4R antagonist,Glyco luc inh,m5-HT2A agonist,iPSC survival up,ABCB6 inh 2,ABHD5 PLIN5 PPI
O=C(Nc1ccc(C(F)(F)F)cc1)C1CCCCN1S(=O)(=O)c1ccccc1 (stereo not drawn),-12,16,0.5,1.8,8,-1,-5,0.1,97,-11
O=C(CN1CCCCC1)Nc1ccccc1C(=O)NC1CC1,2,1,0.1,-2.0,5,3,4,-0.4,102,6
C/C(=N\Nc1nncc2ccccc12)c1ccc(O)cc1,-16,22,0.1,-0.7,10,-12,-1,-0.8,90,-7
COC(=O)CCc1c(C)c(C(=O)c2cccc(OC)c2OC)c2ccccn12,10,4,0.0,-1.1,2,0,-1,-0.5,96,2
CCCS(=O)(=O)NC(=O)C1(C)CCN(C(=O)c2ccccc2Br)C1 (stereo not drawn),10,1,0.1,-0.4,0,0,8,10,96,4
O=C(COC(=O)CCc1ccccc1)NCc1ccccc1,8,-4,0.0,-2.0,11,2,0,0.3,97,6
O=C(CCC(F)(F)F)N1CCCC(N2CCN(c3cccc(Cl)c3)CC2)C1 (stereo not drawn),2,12,0.1,-1.5,11,2,-5,3.1,99,3
C=CCc1cccc2cc(C(=O)NC3CCCC3)c(=O)oc12,0,-2,0.1,1.4,7,2,0,0.2,103,-2
O=c1ccc(S(=O)(=O)N2CCCC2)cn1Cc1ccc(Cl)cc1Cl,-16,1,-0.1,-2.8,0,-2,6,-0.1,93,-2
CC(NC(=O)/C(C#N)=C/c1ccc(C(=O)O)cc1)c1ccccc1 (stereo not drawn),8,-2,0.6,2.4,24,1,1,-0.2,101,24*
CCOC(=O)C1=C(CS(=O)(=O)c2ccccc2)NC(=O)NC1c1ccc(O)c(OC)c1 (stereo not drawn),1,-4,-0.1,-1.4,19,0,6,-0.7,98,2
Cc1ccc(OCc2n[nH]c(=S)n2Cc2ccccc2)cc1,-8,3,-0.1,0.0,2,0,-5,-0.1,100,-12
COc1ccc(-c2noc(=O)n2CC(=O)N2CCC(Cc3ccccc3)CC2)cc1,-2,16,0.4,-3.1,1,-2,-4,-0.5,90,3
O=C(CSc1ccc(-c2ccc(F)cc2)nn1)N1CCCc2ccccc21,19,2,-0.1,0.7,12,-4,-6,1.0,96,-2
O=C(Nc1cccc(S(=O)(=O)N2CCOCC2)c1)C1CCN(S(=O)(=O)c2ccccc2)CC1,10,-3,-0.2,4.2,0,-2,6,0.6,99,1
CCOC(=O)c1c(NC(=O)CSc2nnc(CNc3ccc(Cl)cc3)o2)sc(C)c1C,1,1,0.0,0.1,13,-1,1,-2.4,94,2
CC1(C)NC(=O)N(CC(O)CN2CCCC2)C1=O (stereo not drawn),-6,1,-0.2,0.6,6,4,2,2.9,97,8
Cc1cccc(CCNC(=O)C2CCC(CNS(=O)(=O)c3cccs3)CC2)c1 (stereo not drawn),4,-2,0.0,1.3,9,-2,-1,4.5,94,0
Cc1cccc(CSc2ncnc3c2cnn3Cc2ccccc2)c1,-8,-1,0.1,-1.4,2,-4,1,1.8,97,-4
O=C(NCCc1cccnc1)c1cc(COc2ccc(F)cc2F)on1,-1,6,-0.1,-0.9,12,-2,4,-0.4,97,5
CC(C)CC(N=Cc1c(O)c2ccccc2oc1=O)C(=O)O (stereo not drawn),4,-1,-0.2,-0.2,8,2,3,-1.9,93,4
COc1ccc2c(-c3ccc(S(N)(=O)=O)cc3)c(-c3ccc(S(C)(=O)=O)cc3)sc2c1,0,13,-0.3,-0.2,18,4,1,-1.3,103,-4
COC(=O)CC(NC(=S)NC(=O)c1ccccc1)c1ccc(Br)cc1 (stereo not drawn),-10,0,-0.1,3.4,12,-1,-9,-0.7,101,-15
Cc1n[nH]c(C)c1S(=O)(=O)N1CCc2ccccc2C1,-6,1,-0.2,-1.9,3,-1,6,1.2,88,1
C=CCOc1ccc(CN(C)C(=O)CN2C(=O)c3ccccc3C2=O)cc1,7,-2,0.0,-0.1,12,-1,-2,0.1,96,-2
Fc1ccccc1COc1ccc(C(=S)N2CCCC2)cc1,-10,-1,0.0,-1.1,14,0,-5,-0.6,95,-2
COCCCNC(=S)N/N=C/c1ccc2ccccc2c1,1,12,-0.1,-0.8,-4,-1,0,-0.6,104,-2
Cc1cc(C)c(NC(=O)CS)c(Cl)c1,-2,2,-0.2,0.2,5,5,3,0.3,89,-1
NC(=O)COc1ccc(/C=N/NC(=O)C2CCCN2S(=O)(=O)c2ccc(Cl)cc2)cc1 (stereo not drawn),2,-1,-0.2,-1.2,-2,0,-8,-1.2,98,-8
CCC(C)C(NC(=O)[C@@H](NC(=O)c1ccccc1F)C(C)C)C(=O)OC (stereo partly drawn),-1,1,-0.1,0.2,1,1,2,-0.3,91,0
Cc1[nH]c(=O)nc(SCc2cccc(Cl)c2)c1C#N,0,8,0.0,-0.5,6,1,-4,-0.4,109,-1
Cc1ccc(CN2C(=O)[C@@H]3Cc4c([nH]c5ccccc45)C(C)(C)N3C2=O)cc1,13,18,-0.4,2.9,5,1,4,-0.4,97,3
O=C(Nc1ccc2oc(=O)ccc2c1)c1cccnc1Cl,2,-2,-0.3,-1.7,-1,1,3,11,96,-8
Cc1cc(NC(=O)CSc2nnc(C(C)N(C)C)n2-c2ccc(F)cc2)no1 (stereo not drawn),-4,-3,-0.1,-2.3,13,1,0,1.9,90,0
CC(=O)N1CCN(c2ccc(NCc3ccccc3)cc2)CC1,1,-1,-0.4,-1.4,12,4,-6,-2.7,101,0
CCCCn1c(N)c(N(CCOC)C(=O)c2cc3ccccc3cc2OC)c(=O)[nH]c1=O,0,-2,0.1,-4.4,-7,1,5,0.3,99,4
COc1ccc(C=Nc2cccc3ncccc23)cc1,0,-10,-0.5,1.5,-1,4,9,-0.2,103,-2
Cc1ccc(N=Cc2c(O)c3ccccc3n(C)c2=O)cc1,-19,14,-0.1,0.2,8,2,-2,2.1,100,3
Cc1cc(Cc2ccc(N)c(C)c2)ccc1N,-2,-4,0.0,-1.4,0,2,-3,-0.5,96,2
O=C(O)/C=C/c1ccccc1Oc1ccc(Cl)cc1Cl,-3,4,0.5,-0.8,-2,1,8,-0.8,93,4
C=CCN=C1NN=C(c2ccc3c(c2)OCCO3)CS1,-17,-1,0.8,-0.6,3,-15,-3,-4.1,104,-18
O=C1/C(=C/c2cccc(Br)c2)SC(=S)N1/N=C/c1cc([N+](=O)[O-])ccc1O,-18,9,-0.1,-0.1,-4,-1,3,-0.6,97,2

Assay outcomes (PubChem BioAssay)
